# PERK inhibitor = block of dimerizer-induced PERK translation repression, primary screen, PERK inhibitor project, CHO PERK-DD cells, SEAP luminescence, HTS | Eukaryotic translation initiation factor 2-alpha kinase 3 (Homo sapiens), Q9NZJ5 | CHO PERK-DD fusion, SEAP luminescence translation reporter | inhibition, % at 5.6 µM | hit rate 0.17% among 220,000;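 active = inhibition above the mean inhibition of all tested compounds plus 3 SD, set separately per screening campaign, cut at about 2.9% in these data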;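 also: PERK kinase domain activated by AP20187 dimerizer at 100 nM; 0% = DMSO with dimerizer and 100% = rapamycin at 8.4 µM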
# Thrombin inh = human alpha-thrombin inhibitors, primary screen, counter-screen for coagulation protease inhibitor project, biochemical, 1536-well, fluorogenic AMC substrate. Prothrombin (Homo sapiens), P00734. Boc-VPR-AMC fluorogenic substrate cleavage. inhibition, % at 5 µM. hit rate 0.26% among 220,000;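 active = inhibition at or above 40%; inactive = inhibition below 40%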;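 also: 0% = enzyme with no compound and 100% = wells without enzyme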
#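 Material: Human alpha-thrombin protein | Buffer or medium: pH 7.5 Tris-saline with Tween 20 | Reagent: Boc-VPR-AMC substrate, 15 µM final | Schedule: Reaction at ambient temperature | Detection: AMC fluorescence at 355 nm excitation and 460 nm emission | Evaluation: Percent inhibition scaled between no-compound controls and no-enzyme blanks | Controls: no-compound enzyme wells and no-enzyme blanks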
# Furin inh = human furin inhibitors, primary screen, biochemical, fluorescence intensity. P09958. purified furin, fluorogenic substrate cleavage. inhibition, % at 30 µM. hit rate 0.061% among 220,000; in the data active = inhibition above about 25%; also: inactives centre near -15
# Wee1 stabilizer = Wee1 degradation inhibitors, primary screen, cell-based, HeLa, Wee1K328M-luciferase, luminescence | reporter increase, % at 5 µM | AID 1321, 2008 | HeLa Luc-Wee1K328M stability; 100% = proteasome inhibitor MG132 effect | hit rate 1.2% among 220,000;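 active = activation above the mean of all tested compounds plus 3 SD, set per screening run, cut at about 8.8% in these data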;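 also: cells exposed to compound for 20 h before luminescence read; 0% = DMSO alone and 100% = MG132 at 30 µM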
# FXIa inh 1536 = human FXIa protease inhibitors, primary screen, biochemical, 1536-well; inhibition, % at 5 µM; purified FXIa, Boc-Glu-Ala-Arg-AMC fluorogenic substrate; Coagulation factor XI (Homo sapiens), P03951; hit rate 0.14% among 220,000;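 active = inhibition of at least 40%; inactive = inhibition below 40%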;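 also: fluorescence of freed AMC excited at 355 nm; 0% = enzyme without compound and 100% = no enzyme blank; many of its hits are not listed in these tables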
# FXIIa inh = human FXIIa protease inhibitors, primary screen, biochemical, 1536-well; Coagulation factor XII (Homo sapiens), P00748; purified FXIIa, Boc-QGR-AMC fluorogenic substrate, 2 h; inhibition, % at 5 µM; hit rate 0.3% among 220,000; in the data active = inhibition above about 40%;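 also: 0% = enzyme with no compound and 100% = blank without enzyme; many of its hits are not listed in these tables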
# KLK5 inh = human KLK5 protease inhibitors, primary screen, biochemical, 1536-well | inhibition, % at 5 µM | hit rate 0.59% among 210,000 | Kallikrein-5 (Homo sapiens), Q9Y337 | recombinant hK5, fluorogenic AMC substrate cleavage;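 active = inhibition of 40% or more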;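 also: 0% = enzyme controls without compound and 100% = no-enzyme blanks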
# Target sequence (Q9Y337 67-293 limits assumed): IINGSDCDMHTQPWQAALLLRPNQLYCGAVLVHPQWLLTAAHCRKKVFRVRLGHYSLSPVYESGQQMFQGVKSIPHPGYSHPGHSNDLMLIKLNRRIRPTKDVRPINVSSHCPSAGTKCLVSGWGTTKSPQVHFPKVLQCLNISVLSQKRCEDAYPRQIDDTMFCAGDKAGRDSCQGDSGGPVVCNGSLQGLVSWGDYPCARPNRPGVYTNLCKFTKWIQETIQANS
# KCC2 mod = KCC2 cotransporter modulators, thallium flux, primary screen, cell-based, HEK293 KCC2, FluoZin-2 fluorescence, MLSMR; KCC2 cells, thallium flux FluoZin-2 fluorescence; B-score of Tl+ flux slope (higher = more flux/activation; lower = inhibition) at 10 µM; Solute carrier family 12 member 5 (Homo sapiens), Q9H2X9; hit rate 2.2% among 190,000;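 active = thallium flux slope and its plate-corrected score both differing from the plate sample mean at a set confidence after two filtering rounds, in either direction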;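 also: slope of fluorescence scaled to starting intensity during 10 to 20 s after thallium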
# p97 ATPase inh = inhibitors of human p97 ATPase, primary screen, biochemical; recombinant p97 ATPase, Kinase-Glo ATP luminescence, 3 h; inhibition, % at 8 µM; hit rate 0.42% among 220,000; in the data active = inhibition above about 15%;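 also: 0% = DMSO vehicle and 100% = wells lacking enzyme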
# Target sequence (P55072 whole entry, looked up): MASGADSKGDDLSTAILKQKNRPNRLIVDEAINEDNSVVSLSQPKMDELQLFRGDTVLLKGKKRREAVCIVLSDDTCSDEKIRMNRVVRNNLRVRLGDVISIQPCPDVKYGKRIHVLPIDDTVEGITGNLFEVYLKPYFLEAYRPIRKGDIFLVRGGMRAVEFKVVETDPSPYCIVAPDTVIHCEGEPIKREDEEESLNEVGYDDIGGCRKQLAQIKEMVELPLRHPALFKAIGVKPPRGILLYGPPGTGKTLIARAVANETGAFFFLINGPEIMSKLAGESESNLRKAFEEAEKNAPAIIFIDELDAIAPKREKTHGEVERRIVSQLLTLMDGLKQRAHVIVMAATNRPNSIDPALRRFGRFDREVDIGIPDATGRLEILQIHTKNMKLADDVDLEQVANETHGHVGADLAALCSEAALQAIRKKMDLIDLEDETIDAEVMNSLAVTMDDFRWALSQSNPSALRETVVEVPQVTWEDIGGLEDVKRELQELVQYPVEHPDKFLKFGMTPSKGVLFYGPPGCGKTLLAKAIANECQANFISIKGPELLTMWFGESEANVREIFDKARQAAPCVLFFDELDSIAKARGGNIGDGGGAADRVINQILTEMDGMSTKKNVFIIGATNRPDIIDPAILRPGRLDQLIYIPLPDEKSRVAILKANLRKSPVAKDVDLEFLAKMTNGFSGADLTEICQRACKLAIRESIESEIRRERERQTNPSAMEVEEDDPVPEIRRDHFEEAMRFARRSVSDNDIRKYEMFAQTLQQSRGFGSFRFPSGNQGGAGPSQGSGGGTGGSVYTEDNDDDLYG
# Active calls of the source: *; nt = no result given; [ ] = dose if it differs, or a comment.
SMILES,PERK inhibitor,Thrombin inh,Furin inh,Wee1 stabilizer,FXIa inh 1536,FXIIa inh,KLK5 inh,KCC2 mod,p97 ATPase inh
CCc1cccc(C)c1NC(=O)c1cc(C)oc1C,0.5,-3,0[20 µM],-3,-3,-6,9,-0.054,-3
NC(=O)NC(=O)CSc1cccc(C(F)(F)F)c1,0.9,-3,-15[20 µM],0,0,4,-27,0.025,3
O=C(c1ccco1)N1CCN(C(=O)c2cc3cc([N+](=O)[O-])ccc3oc2=O)CC1,0.1,-1,-11,-4,-4,13,14,-0.51,1
CCOC(=O)/C(C#N)=C\c1c(C)cc(C)c(COC(C)=O)c1C,-0.6,1,-4[20 µM],1,8,12,-5,0.82,-3
COc1ccc(-c2ccc(CCC(=O)O)n2NC(=O)c2ccc(C(C)(C)C)cc2)cc1,0.5,-1,-38,-1,2,7,nt,1.1,0
COc1cccc(/C=N/Nc2nnc3c(n2)[nH]c2ccccc23)c1OC,-1.3,-1,-16,-2,3,4,4,4.5,9
Cc1ccc(OCc2cnc(Cl)s2)c(C)c1,0.0,-8,-26,4,-2,nt,-2,0.35,-1
O=S(=O)(NCc1ccccc1)c1ccccc1Br,nt,1,-30,nt,0,8,-2,-0.037,nt
CCn1c(-c2cc(C3CC3)nc3ccccc23)n[nH]c1=S,0.9,-2,-18,-2,21,21,-16,-0.59,1
O=C(O)c1cccc2c1C(=O)N(Cc1ccncc1)C2,2.1,-9,-20,0,-8,-1,-26,1.4,4
COc1ccccc1-c1nc(C#N)c(N2CCCCCC2)o1,-2.1,-3,-54[20 µM],-2,-4,2,-34,nt,-2
CCOC(=O)C1CCCN(S(=O)(=O)c2ccc(S(N)(=O)=O)cc2)C1 (stereo unspecified),1.1,-9,-29,1,-4,4,-2,1.3,4
Cc1ccc(S(=O)(=O)N2CCC(=O)N(CCOCc3cccc(F)c3)CC2)cc1,-1.2,-1,-6,-1,-7,2,-4,0.2,-7
CCc1ccccc1NC(=O)CN(c1cccc(OC)c1)S(C)(=O)=O,0.0,-4,-13[20 µM],-4,-2,3,3,1.5,-2
COc1ccc(Nc2nnc(C)c3ccccc23)cc1C(N)=O,0.5,3,-25,-2,-1,6,-13,nt,5
CN(C)CCCN1C(=O)C(O)=C(C(=O)c2cccs2)C1c1cccc([N+](=O)[O-])c1 (stereo unspecified),0.6,2,-13,-1,-2,0,-35,0.6,3
O=C(CCC1COc2ccccc2O1)Nc1cccnc1 (stereo unspecified),-0.1,-5,-10[20 µM],0,5,-4,3,0.19,-3
CCCCCn1c2nc3ccccc3nc2c2c(=O)n(CC(C)C)cnc21,-0.5,-3,-6[20 µM],0,4,9,-10,1.8,0
Fc1ccccc1OCCCCCN1CCCC1,0.0,-9,-10,1,-6,4,-5,-0.59,0
Cc1cccc(OCC(=O)Nc2ccc3c(c2)OCO3)c1C,0.7,1,2,0,-1,-5,-4,-0.062,-1
O=C(N/N=C/c1c(Cl)nc2ccccn2c1=O)c1cccnc1,1.0,2,-11,3,5,11,-5,-1.2,17*
CCn1cc(CNCc2ccc(OCC(O)CN(C)Cc3ccccc3)cc2)cn1 (stereo unspecified),0.1,-3,-10,1,-1,3,-4,0.74,6
CCN(CC)CCNC(=O)CS(=O)Cc1nc(-c2ccccc2Cl)oc1C (stereo unspecified),0.5,-1,-22,1,3,9,1,-0.24,3
O=C(CSc1nnc(-c2ccccc2)n1-c1ccc(Cl)cc1)NC1CCS(=O)(=O)C1 (stereo unspecified),0.2,1,-22,-4,9,5,-7,1,1
O=c1c2c3c(sc2ncn1/N=C/c1ccncc1)CCCC3,0.8,-9,-24,2,0,8,5,-0.58,4
CCOC(=O)c1nc2ccccc2s1,-1.5,1,-12,-2,21,28,6,nt,-7
O=C(CCn1cnc2ccccc2c1=O)Nc1ccc(S(=O)(=O)N2CCCCC2)cc1,0.4,-3,-27[20 µM],-1,-7,-1,-8,-0.07,0
COc1ccc(C(NC(=O)CNC(C)=O)C(=O)Nc2ccc(C(C)C)cc2)cc1 (stereo unspecified),0.5,5,-14[20 µM],2,3,11,-1,-0.48,8
O=C(Nc1ccc2oc(-c3ccncc3)nc2c1)c1ccc2c(c1)OCO2,0.0,0,-20,1,1,8,-1,-0.18,1
Clc1cccc(OCCn2cncn2)c1Cl,0.7,-6,-27[20 µM],1,2,6,9,0.073,1
CCOC(=O)c1cc(-c2ccc3c(c2)OCO3)nc2onc(C)c12,0.7,-5,-14[20 µM],-1,-19,-14,-32,-1.5,-1
CCCCNC(=O)C(=O)N/N=C/c1ccc(OCc2ccccc2)cc1,0.2,-4,-21,0,10,6,2,-0.68,2
CCN(CC)S(=O)(=O)c1ccc(C(=O)Nc2ncn(Cc3ccccc3)n2)cc1,0.6,-3,-8,0,-3,-1,-2,-1.4,-1
COCCCNC(=S)Nc1ccc(OC(F)F)cc1C,-0.2,-7,-10,-3,-2,4,nt,0.4,-1
COc1ccccc1CC(=O)Nc1ccc(OC)c(OC)c1,0.3,-7,-13[20 µM],-2,6,5,-2,-0.0073,3
O=C(NC1CCCCCC1)C1CCCN1S(=O)(=O)c1cccc2cccnc12 (stereo unspecified),0.4,0,-22,-3,8,20,1,nt,3
CC(C)(C)c1ccc(OCc2ccc(C(=O)NN)o2)cc1,-0.9,-8,-10,0,-9,-2,26,-0.24,-10
CC(C)N1CCC(N2CCN(CCCn3cccn3)CC2CCO)CC1 (stereo unspecified),0.6,-7,-12,1,-2,9,0,0.12,3
CC(/C=C/c1ccco1)=N/NC(=O)CNc1ccccc1C,0.8,4,-9,9,2,6,-3,-0.99,1
CCc1ccc(S(=O)(=O)NCCc2csc(-c3cccnc3)n2)s1,0.5,-6,-9,0,6,14,-5,-1.2,7

# Quoted at random: 2 entries already listed
SMILES,PERK inhibitor,Thrombin inh,Furin inh,Wee1 stabilizer,FXIa inh 1536,FXIIa inh,KLK5 inh,KCC2 mod,p97 ATPase inh
CCOC(=O)c1cc(-c2ccc3c(c2)OCO3)nc2onc(C)c12,0.7,-5,-14[20 µM],-1,-19,-14,-32,-1.5,-1
CCCCNC(=O)C(=O)N/N=C/c1ccc(OCc2ccccc2)cc1,0.2,-4,-21,0,10,6,2,-0.68,2

# (next part)
SMILES,PERK inhibitor,Thrombin inh,Furin inh,Wee1 stabilizer,FXIa inh 1536,FXIIa inh,KLK5 inh,KCC2 mod,p97 ATPase inh
CCOc1ccc(N2C(=O)CC(Sc3nccc(C)n3)C2=O)cc1 (stereo unspecified),0.0,24,-21[20 µM],3,3,-14,33,-0.42,-4
COc1ccccc1NC(=O)c1c(Nc2ccccc2F)sc(C(=O)Nc2cccc(Cl)c2)c1N,-0.2,-1,-8,-1,6,8,-13,0.048,4
O=C(Nc1ccc(O)c(C(=O)O)c1)Oc1ccccc1,-1.1,0,-28,1,2,8,0,0.21,6
Cc1ccc(S(=O)(=O)N2CCCCC2)cc1NC(=O)C1CCCO1 (stereo unspecified),1.3,-10,-7,-1,-2,6,1,1.2,3
COC(C[C@@H](O)CC(=O)[C@@H](C)OCc1ccccc1)OC,nt,15,4,nt,26,33,18,1.1,nt
O=C(COC(=O)CCC(=O)Nc1nccs1)NCc1ccco1,0.1,4,-9,6,0,8,-9,1.5,-4
O=C(O)c1ccc(/C=C2\SC(=S)N(Nc3ccccc3)C2=O)cc1,2.1,19,14,-2,49*,41*,29,-0.22,-5
Cc1cc(Cl)ccc1OCCCC(=O)N1CCCCC1,-0.4,6,-8[20 µM],-1,-3,6,17,-1.3,-9
COc1cccc(-n2nnc3c(=O)n(CC(=O)N4CCCc5ccccc54)cnc32)c1,0.9,2,-18,1,-1,8,1,-0.32,8
Cn1c(CCN2CCOCC2)nc2cc(NC(=O)c3cccs3)ccc21,0.5,5,-13,0,-2,3,-15,0.69,4

# Overlap with the part before: seven compounds; new compounds follow.
SMILES,PERK inhibitor,Thrombin inh,Furin inh,Wee1 stabilizer,FXIa inh 1536,FXIIa inh,KLK5 inh,KCC2 mod,p97 ATPase inh
Cc1ccc(S(=O)(=O)N2CCCCC2)cc1NC(=O)C1CCCO1 (stereo unspecified),1.3,-10,-7,-1,-2,6,1,1.2,3
COC(C[C@@H](O)CC(=O)[C@@H](C)OCc1ccccc1)OC,nt,15,4,nt,26,33,18,1.1,nt
O=C(COC(=O)CCC(=O)Nc1nccs1)NCc1ccco1,0.1,4,-9,6,0,8,-9,1.5,-4
O=C(O)c1ccc(/C=C2\SC(=S)N(Nc3ccccc3)C2=O)cc1,2.1,19,14,-2,49*,41*,29,-0.22,-5
Cc1cc(Cl)ccc1OCCCC(=O)N1CCCCC1,-0.4,6,-8[20 µM],-1,-3,6,17,-1.3,-9
COc1cccc(-n2nnc3c(=O)n(CC(=O)N4CCCc5ccccc54)cnc32)c1,0.9,2,-18,1,-1,8,1,-0.32,8
Cn1c(CCN2CCOCC2)nc2cc(NC(=O)c3cccs3)ccc21,0.5,5,-13,0,-2,3,-15,0.69,4
COc1cc(/C=C/C(=O)OCC(=O)NC(=O)NC(C)(C)C)ccc1OCC#N,0.3,-5,-23,0,7,9,-11,-0.37,0
Nc1cc(CN2C(=O)c3ccccc3C2=O)cc(Cl)c1O,-0.2,-4,-20[20 µM],1,0,6,-30,-0.82,7
Cc1cccc(N2C(=O)CCC2=O)n1,1.1,-4,-19,-2,-4,1,-13,0.041,-1
O=C(c1ccccc1)N1CCC(=O)N1c1ccccc1,0.1,-5,-24,-1,1,3,-5,0.012,2
CC(C)OCCCNC(=O)NC(=O)c1ccc(Cl)cc1,0.7,2,-15,-4,3,10,-1,-0.49,5
Cc1ccc2c(c1)c(CC(=O)Nc1ccc(C)c(F)c1)c(C(=O)O)n2C,-0.2,-7,-22[20 µM],3,-2,-15,-11,nt,-2
CC(C)(O)C1=NOC(c2ccccc2)C1 (stereo unspecified),0.7,2,-15[20 µM],-1,4,7,-1,0.48,1

# Screening data from PubChem.

# Compounds were not picked by outcome; overall some 4.4% were active at least once.
